Screens (PubChem)
mcGAS lum = cyclic GMP-AMP synthase inhibitors, mouse, primary biochemical chemiluminescence | recombinant cGAS, Kinase-Glo ATP depletion luminescence | inhibition, % at 12.5 µM | hit rate 0.15% among 160,000;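 also: 0% = negative control wells and 100% = reference inhibitor with no enzyme activity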
hcGAS lum = Primary biochemical luminescence assay for human cyclic GMP-AMP synthase inhibitors; AID 1259398, 2018; Q8N884; recombinant h-cGAS, ATP depletion, Kinase-Glo luminescence; hit rate 0.081% among 290,000; inhibition, % at 12.5 µM;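 also: 0% = vehicle reaction and 100% = reaction without DNA for no activity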
Target sequence (Q8N884 whole entry, looked up): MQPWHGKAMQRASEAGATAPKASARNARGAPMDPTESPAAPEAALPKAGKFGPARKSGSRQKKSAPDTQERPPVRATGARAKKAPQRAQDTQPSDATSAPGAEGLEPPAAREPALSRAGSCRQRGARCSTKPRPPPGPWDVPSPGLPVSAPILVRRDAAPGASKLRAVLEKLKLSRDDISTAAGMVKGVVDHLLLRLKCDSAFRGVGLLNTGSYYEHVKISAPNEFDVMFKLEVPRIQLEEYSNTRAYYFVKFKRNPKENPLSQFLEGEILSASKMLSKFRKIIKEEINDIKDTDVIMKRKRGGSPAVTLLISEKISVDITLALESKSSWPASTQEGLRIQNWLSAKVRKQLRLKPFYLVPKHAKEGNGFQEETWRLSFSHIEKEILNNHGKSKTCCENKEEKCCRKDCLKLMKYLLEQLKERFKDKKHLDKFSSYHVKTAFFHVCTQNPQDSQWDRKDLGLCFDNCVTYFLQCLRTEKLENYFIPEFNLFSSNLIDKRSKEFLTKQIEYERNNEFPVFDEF
NPYLR7 ag = agonists of mosquito NPYLR7 receptor, primary screen, cell-based, Aedes aegypti, calcium fluorescence, mosquito biting behavior. Aedes aegypti neuropeptide Y-like receptor 7 (NPYLR7). HEK293T NPYLR7/Galpha15, GCaMP6s calcium fluorescence. activation, % at 10 µM. hit rate 0.15% among 270,000. AID 1259423, 2018; in the data active = activation above about 40%;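 also: 0% = vehicle and 100% = reference agonist at the receptor; some compounds past the cut are filed as inactive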
An asterisk follows results filed as active; . = not tested or not shown; & = joins results of further samples; ! = a repeat was not active. Rule as the data show it, unless noted: active = inhibition above about 40%; inactive = the rest.

SMILES	mcGAS lum	hcGAS lum	NPYLR7 ag
CCS(=O)(=O)N1CCC2(CC1)CN(C1CCC1)CC2COC (centres undefined)	-5	-13	.
CCOCCCN(CC(=O)N1CCc2sccc2C1c1ccccc1C)C(=O)COC (centres undefined)	-5	-11	15
COc1cc(=O)n2c(c1C(=O)NC(C)c1ccco1)CCN(Cc1cn(C)nc1C)CC2 (centres undefined)	.	-7	6
Cc1ccc(SCC(=O)N2CCN(Cc3ccccc3)C2=O)cc1	.	-5	10
O=S(=O)(Oc1cccc(-c2nc3ccc(Br)cn3c2NC2CCCCC2)c1)c1cccc2ccccc12	-6	-10	0
COc1ccc(Br)cc1S(=O)(=O)Nc1ccc2c(c1)OCO2	.	-6	4
Cc1noc(C)c1C(=O)N[C@H](C)c1ccc2ccccc2c1	-3	0	-8
Nc1nn(S(=O)(=O)c2ccc(Cl)cc2)cc1-c1ccc(F)cc1	.	0	10
CC1(Cc2ccc(Cl)c(Cl)c2)C(=O)Nc2ccc(F)cc21 (centres undefined)	1	-3	1
Cc1cc(C=CC(=O)NCc2ccc(NC(=O)C3CC3)cc2)c(C)n1C1CC1	4	8	-4

5 entries already listed, sorted by count of non-hydrogen atoms, ascending:
SMILES	mcGAS lum	hcGAS lum	NPYLR7 ag
CC1(Cc2ccc(Cl)c(Cl)c2)C(=O)Nc2ccc(F)cc21 (centres undefined)	1	-3	1
COc1ccc(Br)cc1S(=O)(=O)Nc1ccc2c(c1)OCO2	.	-6	4
Nc1nn(S(=O)(=O)c2ccc(Cl)cc2)cc1-c1ccc(F)cc1	.	0	10
Cc1cc(C=CC(=O)NCc2ccc(NC(=O)C3CC3)cc2)c(C)n1C1CC1	4	8	-4
O=S(=O)(Oc1cccc(-c2nc3ccc(Br)cn3c2NC2CCCCC2)c1)c1cccc2ccccc12	-6	-10	0

Continued:
SMILES	mcGAS lum	hcGAS lum	NPYLR7 ag
CC(C)COc1nc(-c2ccc(Cl)c(Cl)c2)n(-c2ccc(NC(=O)c3ccco3)cc2)n1	-5	-4	4
O=C(CN(C(=O)c1ccccc1F)C1CC1)N(CCc1c[nH]c2ccccc12)Cc1ccc(C(F)(F)F)cc1	-6	-2	21
CCCCOC(=O)N1C[C@@H](C(=O)O)[C@@H]2Oc3c(F)cccc3[C@@H]21	-8	-8	1
Cc1cccc(Cn2c(C(=O)N3CCC(Cc4ccccc4)CC3)cc3ccoc32)c1	-4	-10	-1
COc1cn(CC(=O)NC2CCCCC2)c(CN2CCC(C)CC2)cc1=O	-6	-2	0
CC(C)Oc1cccc(C(=O)C2CCCN(C(=O)c3cc(C(C)C)no3)C2)c1 (centres undefined)	-12	-9	.
CC1=NC2=C(C(=O)CC(c3ccccc3)C2)C(c2ccc(C)cc2)C1C#N (centres undefined)	-4	-4	3
O=C(COc1ccccc1Cc1ccccc1)N(Cc1cccnc1)C1CCS(=O)(=O)C1 (centres undefined)	-1	-1	2
CCSc1ccc(-c2ccc(C)cc2)nn1	-9	-11	1
CC(=O)c1ccc2c3c(cccc13)C(=O)N(C)C2=O	-3	1	-7
CC(C)(CN1CCN(c2ccccc2)CC1)NS(=O)(=O)c1ccc(Cl)cc1	.	2	1
S=c1[nH]ccn1-c1cccc(Cl)c1	.	-4	3
CCOc1cc([C@@H]2C[C@H]3CN(Cc4cccc(Cl)c4)C(=O)[C@]34CCCN24)ccc1OC	.	2	6
O=C1NC(=S)N(c2ccc(Cl)cc2)C(=O)/C1=C\c1ccc(Sc2ccc(Cl)cc2)o1	3	-3	3
O=[N+]([O-])c1ccc(N=P(N2CCOCC2)(N2CCOCC2)C23CC4CC(CC(C4)C2)C3)cc1	.	-4	1
CCC(=O)N1CCC1(C)C(=O)Nc1ccc(OC(F)F)cc1 (centres undefined)	-8	-16	4
COc1ccc(CN2CCn3nc(C(=O)NCCCN4CCCCC4C)cc3C2=O)cc1 (centres undefined)	-9	-6	12
Cc1ccn2c(=O)c(NC(=O)c3ccccc3Br)c(C)nc2c1	.	-15	5
Cc1cc(C(=O)N(CCCN2CCOCC2)c2nc3ccccc3s2)no1	-7	-10	3
CC1(C(=O)Nc2ccccc2F)CCN1C(=O)CC(c1ccccc1)c1ccccc1 (centres undefined)	-6	-9	16
Cc1cccc(COC2CCCN(C(=O)c3ccc4c(c3)OCO4)C2)c1 (centres undefined)	0	4	-8
O=C(NCCC1=CCCCC1)c1cc(N2CCOCC2)nc2ccccc12	.	3	-18
Cc1occc1C(=O)N1CC[C@@H](c2ccc3ccccc3c2)[C@H](O)C1	.	-4	-4
Cc1cc(C)n(-c2cccc(CN3CCCN(C)C4(CCN(C)CC4)C3)c2)n1	.	-2	17
O=c1[nH]c(=O)n(Cc2nnc(-c3cccs3)o2)cc1Cl	-13	-6	0
CS(=O)(=O)C(C#N)=Cc1ccc(F)c(Br)c1	.	1	5
CCOC(=O)c1sc2ncn(CC(=O)NC(C)c3ccccc3)c(=O)c2c1C (centres undefined)	0	5	1
Cc1cccc2[nH]c(CCN(C)C(=O)c3cccc4ccnn34)nc12	-15	-5	8
CC(=O)Nc1cc(-c2ccccc2)nn1-c1ccc(C(=O)N[C@@H](C)[C@H](O)c2ccccc2)cc1	-3	-8	-8
CCOC(=O)c1cc(-c2cccc(NC(=O)c3cc(C)nn3C)c2)n(-c2cccc(F)c2)n1	-3	-7	24
CN1CCC2(CCC1=O)CCN(c1nccc(C(F)(F)F)n1)CC2	.	-1	-2
Cc1ccc(CN2CCN(N=Cc3ccc(Br)cc3)CC2)c(C)c1	-5	-5	-6
COCCn1c(C)cc(O)c(C(c2ccc(OC)cc2)N2CCN(C)CC2)c1=O (centres undefined)	.	-6	11
CCN(CC)CCNC(=O)c1ccc(NC(=O)Cc2ccccc2F)cc1	.	-12	-1
Cc1cc(-c2nnc3sc(-c4ccc5ccccc5n4)nn23)n[nH]1	.	-4	-6
Cc1sc2ncnc(SC(C)C(=O)O)c2c1C (centres undefined)	5	4	8
Cc1ccnc(N2CCC(C3CCN(Cc4cccnc4)CC3)C2)c1 (centres undefined)	.	-1	0
COc1ccccc1C(=O)NN=C1N=NC(Cc2ccc(C)cc2)C(=O)N1 (centres undefined)	.	1	7
COc1cccc(-n2c(=O)[nH]c3sc4c(c3c2=O)CCN(C(=O)Cc2ccc(Cl)cc2)C4)c1	-6	-3	6
Cc1cc(CS(=O)(=O)c2nc(C)c(C)n2C(C)C2CC3CCC2C3)on1 (centres undefined)	.	-8	15
Cc1cccn2cc(CNC(=O)c3cn(CC4CCCNC4)nn3)nc12 (centres undefined)	0	2	2
COC(=O)C1=C(C)N(C)C(C)=C(C(=O)OC)C1c1ccc(SC)cc1	-7	-5	4
O=C(OCCN1C(=O)c2cccc3c(N4CCCCC4)ccc(c23)C1=O)c1cccc(Cl)c1	-5	-2	-13
CC(C)Cc1nc(N2CCCN(C(=O)C3CCCC3)CC2)c2c(-c3cccc(Oc4ccccc4)c3)noc2n1	-2	-1	10
CCOC(=O)C1(CCOc2ccccc2)CCN(S(=O)(=O)c2ccccc2F)CC1	-5	-8&-4	4&14
Nc1nnc(SCc2nccn2Cc2ccccc2)s1	-8	-6	9
NC(=O)c1cccc(CC2CCN(C(=O)CCc3cccc(F)c3)C2)c1 (centres undefined)	.	-6	2
Cc1ccccc1CO[C@]1(C(=O)NCCN2CCOCC2)CC(OCc2ccccc2C#N)[C@H](O)[C@H](O)C1 (some centres undefined)	-5	4	-3
CC(=O)Oc1ccc(Cn2c(C)c(C(=O)NCc3ccccc3C(F)(F)F)sc2=O)cc1	.	-6	10
COc1ccc(CNC(=O)CCC2CCCN(Cc3cccc4ncccc34)C2)c(OC)c1 (centres undefined)	.	-6	-1

Following part.
SMILES	mcGAS lum	hcGAS lum	NPYLR7 ag
C#CCN(CC1CCCO1)C(=O)NC1CCN(c2cc(Cl)ccc2OC)C1 (centres undefined)	.	-16	-5
Cc1cccn2c(CN[C@@H]3CCCC[C@H]3c3ccccc3)c(C(=O)N3CCOCC3)nc12	.	-6	4
CN(C)C1(CNC(=O)CN2CCCCCC2=O)CCCCC1	.	-6	4
COC(=O)c1cccc(S(=O)(=O)NC(=O)c2cccc(OC)c2OC)c1	-13	3	2
Cc1cc(N2CCCC(n3cc(C(=O)NCCO)nn3)C2)c2ccccc2n1 (centres undefined)	-3	4	0
O=C(CN(C(=O)c1ccccc1Cl)C1CC1)N(CCc1c[nH]c2ccccc12)Cc1ccc(C(F)(F)F)cc1	-6	-15	-5
O=C(C1COc2ccccc2C1)N1CCN(S(=O)(=O)c2cccc(C(F)(F)F)c2)CC1 (centres undefined)	-8	0	1
CC(=O)Nn1cnc2c(cnn2-c2ccc(C)c(C)c2)c1=O	.	-6	8
CCOC(=O)N1CCN(C2CCCN(C(=O)c3cccc(N(C)C)c3)C2)CC1 (centres undefined)	.	0	-9
Cc1ccc2c(CC(=O)Nc3cc(F)ccc3C)coc2c1	.	-2	-3
CCc1c(C)cc(C(=O)NCc2ccccc2-n2ccnc2)c(=O)n1C	.	1	3
Cc1ccccc1C(C)(C)CNC(=O)C(C)S(=O)(=O)C(C)C (centres undefined)	.	-8	-2
CCOc1ccc(CN2CCN(CC#Cc3ccccc3)CC2CCO)cc1 (centres undefined)	-11	-7	9
Cc1cc(Cl)ccc1N=Cc1nc(-c2cccc3ccccc23)oc1O	.	-5	-2
Cc1ccc(C(=O)c2c(C)[nH]n(-c3ccccc3)c2=O)cc1C	.	1	3
COc1cccc(Cn2c(=O)c(C(=O)NCc3ccco3)nn(-c3ccccc3F)c2=O)c1	-1	2	-1
CCNC(=O)C1(C)CCCN(Cc2ccc(-c3ccccc3)o2)C1 (centres undefined)	.	-18	0
O=C(COc1ccc(Cl)cc1)Nc1ccc(Cl)c([N+](=O)[O-])c1	-2	-7	-3
COc1ccc(C(CC(=O)NCc2cn3c(n2)SCC3)c2ccccc2)cc1 (centres undefined)	.	2	1
COc1ccc(C)cc1N1C(=O)CSC1c1ccccc1NC(=O)CC(C)C (centres undefined)	2	-3	-11
COc1ccc(NC(=S)N2CC(=O)N3CCc4ccccc4C3C2)c(C)c1 (centres undefined)	-6	-2	20
CCOC(=O)N1CCN(CC(=O)N2N=C(c3ccc(F)cc3)CC2c2ccccc2Cl)CC1 (centres undefined)	-5	-5	18
COCCN(CC(=O)N(CCc1ccccc1)Cc1ccc(C)o1)C(=O)c1ccccc1C	-2	-1	-2
CCOC(=O)c1cc(-c2ccc(N3CCN(C(=O)c4ccc(Cl)nc4)CC3)cc2)n(-c2ccc(OC)cc2)n1	-8	-8	.
CC(C)OC(=O)c1ccc(NS(=O)(=O)c2cccc(C#N)c2)cc1	.	-2	-2
CNc1ccc2ncc(-c3cccc(C(=O)N(C)C)c3)n2n1	.	-14	3
COc1ccc(C2c3cccn3CCCN2Cc2ccncc2)c(OC)c1OC (centres undefined)	-4	-4	2
Cc1ccc(-c2cc(O)c3c(c2)CN(CC(=O)Nc2cc(C)on2)CCO3)cc1	1	0	4
CCN(CCn1cccn1)C(=O)c1cc(COc2ccccc2SC)on1	.	-2&-8	8&18
O=C(CCc1nc2ccccc2[nH]1)N1C[C@H](O)[C@@H](N2CCOCC2)C1	.	-6	8
CNc1cccc(-c2ccc(N)cc2)n1	.	4	2
CCCCC(NC(C)=O)C(=O)N1CCC2(CC1)Nc1ccccc1C(=O)N2CCO (centres undefined)	.	2	1
COCCN(CC(=O)N(CCc1c[nH]c2ccccc12)Cc1ccc(C(F)(F)F)cc1)C(=O)c1ccc(OC)cc1	-4	-7	.
Cc1cc2c(cc1O)NC(=O)CC2c1ccc(C#CCCO)cc1 (centres undefined)	-15	-6	.
CC(=O)c1[nH]c(C)c(C(=O)N(C)Cc2cn[nH]c2-c2ccc(F)cc2)c1C	-8	-3	2
CCCS(=O)(=O)Nc1ccc(N(C)C)c(CN(CCN(C)C)C(=O)C(CC)CC)c1	-5	-1	-1
O=C(/C=C\c1ccccc1)Nc1c2c(nn1CC(=O)NCC1CCCO1)CSC2 (centres undefined)	-3	4	-1
CC(C)NC[C@H](O)c1ccc(O)c(O)c1	-5&0	-7&-4&5	85*!
O=c1[nH]nc(Cc2ccc(O)cc2)n1CCc1ccccc1F	-10	-6	.
Cc1ccc(OCCN(C)Cc2nc(-c3cccc(Cl)c3)no2)cc1	-15	-5	8

Part of the list above, reformatted.
SMILES: COCCN(CC(=O)N(CCc1c[nH]c2ccccc12)Cc1ccc(C(F)(F)F)cc1)C(=O)c1ccc(OC)cc1
  mcGAS lum: -4
  hcGAS lum: -7
  NPYLR7 ag: .

SMILES: Cc1cc2c(cc1O)NC(=O)CC2c1ccc(C#CCCO)cc1 (centres undefined)
  mcGAS lum: -15
  hcGAS lum: -6
  NPYLR7 ag: .

SMILES: CC(=O)c1[nH]c(C)c(C(=O)N(C)Cc2cn[nH]c2-c2ccc(F)cc2)c1C
  mcGAS lum: -8
  hcGAS lum: -3
  NPYLR7 ag: 2

SMILES: CCCS(=O)(=O)Nc1ccc(N(C)C)c(CN(CCN(C)C)C(=O)C(CC)CC)c1
  mcGAS lum: -5
  hcGAS lum: -1
  NPYLR7 ag: -1

(further entries)
SMILES	mcGAS lum	hcGAS lum	NPYLR7 ag
COc1ccc(C(C)=O)cc1CS(=O)(=O)C(C)c1nc(C)no1 (centres undefined)	.	-5	-1
CC(C)(C)NC(=O)Cn1nc(C2CC2)c2cnn(-c3ccccc3)c2c1=O	.	6	-3
O=C(N=Nc1c(O)[nH]c2ccc(Br)cc12)c1cccc(Cl)c1	-6	-5&-2	-3&3
COc1ccc(-c2nnc3ccc(SCC(=O)N4CCCC4)nn23)cc1	-5	0	3
CCc1csc(CNC(=O)c2cccc(-n3cccn3)c2)n1	.	-2	2
O=C1C2CC=CCC2C(=O)N1Cc1ccccc1 (centres undefined)	-4	-4	-5
